PLK1 PBD block: blocks phosphopeptide binding to human PLK1 polo-box domain; P53350; Plk1 PBD binding of FITC phosphopeptide, fluorescence polarization; Potency, µM, without a hit: max response, negative = inhibition, hits mostly inhibitors; 360,000 tested, 2.8% active; further: potency means the concentration at half of the fitted maximal effect; series mostly up to about 57 µM; on the % scale 0 is the no-effect control and ±100 the full control effect; nearly all actives have a fitted effect of over 65% in size
Target sequence (P53350 whole entry, looked up, the tested form may be a part): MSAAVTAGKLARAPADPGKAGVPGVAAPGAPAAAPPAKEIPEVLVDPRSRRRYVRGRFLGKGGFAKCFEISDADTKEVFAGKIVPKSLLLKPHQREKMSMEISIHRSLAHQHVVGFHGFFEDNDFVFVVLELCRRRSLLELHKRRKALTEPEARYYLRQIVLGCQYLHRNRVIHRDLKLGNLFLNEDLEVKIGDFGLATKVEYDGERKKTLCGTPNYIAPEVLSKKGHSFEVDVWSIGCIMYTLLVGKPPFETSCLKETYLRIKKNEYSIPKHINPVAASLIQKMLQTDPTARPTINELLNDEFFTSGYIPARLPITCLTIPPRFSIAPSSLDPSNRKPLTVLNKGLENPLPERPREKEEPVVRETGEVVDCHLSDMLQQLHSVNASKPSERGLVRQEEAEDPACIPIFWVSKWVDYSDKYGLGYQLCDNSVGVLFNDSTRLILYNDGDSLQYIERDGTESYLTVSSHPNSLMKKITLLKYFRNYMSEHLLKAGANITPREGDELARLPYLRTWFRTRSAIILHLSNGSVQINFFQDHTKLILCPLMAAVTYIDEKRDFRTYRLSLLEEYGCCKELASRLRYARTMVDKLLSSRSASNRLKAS
Mm-Cpn inhibitor: inhibitors of Methanococcus maripaludis chaperonin (MmCpn); Potency, µM (titrated, usually from 76.9 µM), for inactives: top-dose activity, negative = inhibition, hits mostly inhibitors; purified Mm-Cpn ATPase, ADP Transcreener TR-FRET; AID 504842; 330,000 tested, 0.031% active; further: potency means the concentration at half of the fitted maximal effect; on the % scale 0 is the no-effect control and ±100 the full control effect; nearly all actives have a fitted effect of over 80% in size
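ATPase read-out: TR-FRET ADP immunoassay (anti-ADP Eu cryptate vs ADP-d2), ex 320 nm, em 590/665 nm; signal drops as ADP forms. Enzyme 25 nM, ATP 10 uM, 30 min at 37°C after 10 min compound preincubation.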
EPAC2 antag: EPAC2 (human) antagonism. Q8WZA2. EPAC2 GEF exchange of Rap1B-BODIPY-GDP, fluorescence. 360,000 tested, 0.18% active. Potency, µM (top dose mostly 114 µM), for inactives: at the highest dose activity, negative = inhibition, actives largely listed as inhibitors; further: potency means the concentration at half of the fitted maximal effect; on the % scale 0 is the no-effect control and ±100 the full control effect; nearly all actives have a fitted effect of over 45% in size; many of its hits are not listed in these tables
CCT modulator: changes cytosolic chaperonin activity. 360,000 tested, 0.3% active. activity change, % (no concentration beside the values), hits read low. purified chaperonin ATPase assay, HTRF ADP detection, 30 min. AID 651819; in the data active means activity change below about -30%; further: on the % scale 0 is the no-effect control and ±100 the full control effect
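Enzyme 40 or 20 nM (batch-dependent) in Tris pH 7.4/KCl/MgCl2/DTT; cpd 76 uM single point; ATP 10 uM; 30 min 37 °C; Transcreener ADP HTRF detection, 30 min RT; ratio 665/615.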
PI5P4Ka inh: PI5P4K alpha (human) kinase inhibition; PI5P4Kalpha enzyme, ADP-Glo luminescence, 60 min; stronger effect = lower value; max response, %; 330,000 tested, 1.2% active; active means max response of -50% or lower; inconclusive means between -30% and -50%; inactive means -30% or higher; further: value at the top dose of about 77 µM; on the % scale 0 is the no-effect control and ±100 the full control effect
Target sequence (P48426 whole entry, looked up): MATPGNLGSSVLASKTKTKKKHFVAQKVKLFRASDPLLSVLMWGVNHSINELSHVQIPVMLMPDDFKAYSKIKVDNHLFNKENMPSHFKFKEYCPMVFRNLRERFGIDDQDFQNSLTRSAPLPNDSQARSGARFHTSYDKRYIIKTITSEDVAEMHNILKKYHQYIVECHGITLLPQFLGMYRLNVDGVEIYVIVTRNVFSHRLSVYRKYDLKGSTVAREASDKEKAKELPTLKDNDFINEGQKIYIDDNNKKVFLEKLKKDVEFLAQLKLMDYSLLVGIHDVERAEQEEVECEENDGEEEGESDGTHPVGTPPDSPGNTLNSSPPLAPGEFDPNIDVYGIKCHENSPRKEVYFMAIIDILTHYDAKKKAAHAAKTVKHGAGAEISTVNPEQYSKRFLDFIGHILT
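PI5P4Kalpha ADP-Glo assay; 5 microM ATP final; 60 min RT reaction; HEPES pH 7.4/EGTA/CHAPS, 5% DMSO; controls lacking substrate or enzyme; luminescent end-point.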
EPAC1 antag: antagonists of human EPAC1. O95398. EPAC1 GEF assay, Rap1b-BODIPY-GDP exchange fluorescence. Potency, µM (titrated, usually from 115 µM), for the others: at the highest dose activity change, negative = inhibition, usual class: inhibitors. 360,000 tested, 0.14% active. AID 720709;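 further: potency means the concentration at half of the fitted maximal effect; plate controls were vehicle for no effect and positive control for full effect; nearly all actives have a fitted effect of over 50% in size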
WRN inhibitor: WRN helicase (human) inhibition; Q14191; WRN helicase unwinding, fluorescent forked duplex, kinetic; Potency, µM (series often up to 114 µM), without a hit: at the top dose activity change, negative = inhibition, usual class: inhibitors; 360,000 tested, 0.46% active; further: potency means the concentration at half of the fitted maximal effect; on the % scale 0 is the no-effect control and ±100 the full control effect; nearly all actives have a fitted effect of over 55% in size
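Screening of the MLSMR collection measured strand separation of a quenched forked DNA duplex (100 nM) by 20 nM WRN with 2 mM ATP, all final. Compounds were preincubated with enzyme 15 min at room temperature.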
EPAC1 ag: agonists of human EPAC1 | O95398 | EPAC1 agonist qHTS, biochemical assay; response scale: 100% = response to 6.5 mM cAMP | Potency, µM (top dose mostly 154 µM), inactives show at the top dose activation, most hits filed as activators | 360,000 tested, 0.073% active; further: potency means the concentration at half of the fitted maximal effect; nearly all actives have a fitted effect of over 60% in size
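Read-out is the fluorescence drop as BODIPY-GDP leaves Rap1B (480 nm excitation, 540 nm emission), recorded every 5 minutes over 30 minutes. Reactions held 100 nM EPAC1, 250 nM Rap1B–BODIPY-GDP and 50 uM GDP, with 6.5 mM cAMP setting full activation.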
Numbers without * were called inactive; ? = inconclusive; / = not tested or not shown; [ ] = remark or other dose. Unless noted, the call rests on the fitted dose curve; in most records, active means well fitted curve in the direction sought with a large enough effect; inconclusive means small, poorly fitted or top-dose-only effect, or another doubt; inactive means no such curve, though single readings can be large; an effect the other way counts as inactive or inconclusive.

compound | PLK1 PBD block | Mm-Cpn inhibitor | EPAC2 antag | CCT modulator | PI5P4Ka inh | EPAC1 antag | WRN inhibitor | EPAC1 ag
CCC(C)NC(=O)c1cc(-c2ccc3c(c2)OCO3)on1 (stereo not drawn) | 2% | 1% | 4% | 0.2 | -4 | -14% | -8% | -7%
O=C(CSCc1ccccc1Cl)Nc1ccc2c(c1)OCCO2 | -5% | -1% | -17% | -0.6 | 0 | -19% | -9% | 7%
Cc1c(C(=O)NC2CCCc3ccccc32)oc2ccc(S(=O)(=O)N3CCCCC3)cc12 (stereo not drawn) | -1% | -1% | 7% | 1.8 | 5 | 17% | -1% | -6%
COc1ccc(CCN2C(=O)C(Oc3ccccc3C)C2c2ccc3c(c2)OCO3)cc1OC (stereo not drawn) | -7% | 0% | -5% | -3.2 | 4 | ? | -5% | 12%
CCN(c1ccccc1)C1(O)C(=O)c2ccccc2C1=O | 4% | 1% | 8% | 1.9 | 1 | 14% | -5% | 6%
Cc1onc(-c2ccccc2)c1C(=O)N1CCN(C)CC1 | -1% | 2% | 13% | 2.4 | / | 6% | -4% | 1%
CC12CCC(=O)N1C(C(=O)Nc1nc3c(F)cc(F)cc3s1)CS2 (stereo not drawn) | -23% | -13% | 11% | -0.2 | ? | 8% | ? | -1%
COc1ccc(Nc2nnc(SCC(=O)N3CC(=O)Nc4ccccc43)s2)cc1 | -11% | -1% | 3% | 0.8 | -15 | -22% | -26%[57.1 µM] | 1%
CCC(c1nnnn1C(C)(C)C)N1CCN(Cc2ccccc2OC)CC1 (stereo not drawn) | -14% | -2% | 3% | -2.1 | 3 | -10% | 5% | -5%
COC(=O)/C=C\C(=O)Nc1cccc([N+](=O)[O-])c1 | 6µM* | -1% | 3% | -0.3 | -27 | 5% | 28µM* | 8%
CCC(NC(=O)CNC(=O)c1ccc2c(c1)OCO2)c1ccc(Br)cc1 (stereo not drawn) | 4% | 1% | 1% | -0.3 | -1 | -6% | -7% | -6%
COc1cc(C2c3cc4c(cc3OC(NCc3ccccc3)C2C)OCO4)cc(OC)c1OC (stereo not drawn) | -7% | / | -5% | 1.0 | -5 | -1% | 2% | 2%
COCCN(C(=O)CSc1nnc(C)n1Cc1ccccc1)c1c(N)n(CC(C)C)c(=O)[nH]c1=O | ? | -7% | -7% | 1.3 | -6 | -12% | 1% | 7%
CC1=C(C)CC(C(=O)NCc2ccc3c(c2)OCO3)C(C(=O)O)C1 (stereo not drawn) | -3% | 0% | -1% | -1.2 | / | 3% | 3% | 4%
Cc1ccc(C)c(-c2csc(-c3cccnc3)n2)c1 | -1% | -2% | -25% | 0.2 | 7 | 8% | -1% | 8%
CCN(Cc1cccc(OC)c1)CC1CCCN(CCc2cccc(OC)c2)C1 (stereo not drawn) | 1% | 4% | 0% | -3.0 | 8 | 2% | -2% | 13%
CC1(C)Cc2[nH]c3ccccc3c2C(C)(C)N1 | -3% | -3% | 12% | -4.1 | -7 | 11% | -6% | -4%
O=C(O)CCc1nnc(SCC(=O)Nc2ccc(Cl)c(C(F)(F)F)c2)[nH]c1=O | -8% | 3% | 0% | -2.7 | -8 | -11% | -18% | 6%
COc1ccc2nc(NC(=O)CN(c3ccc(C)cc3)S(=O)(=O)c3c(C)nn(C)c3C)sc2c1 | 0% | -8% | -25% | 1.4 | 1 | -17% | -13% | 13%
Cc1ccc(S(=O)(=O)C2(C(=O)Nc3cccc(F)c3)CC2)cc1 | -8% | 0% | -8% | 0.2 | 0 | -6% | 2% | 1%
COC(=O)Cc1c(O)ccn(Cc2ccccc2OC)c1=O | -1% | 1% | 12% | -1.5 | 11 | -7% | -32% | -1%
CCOC(=O)c1sc(NC(=O)c2ccc(C)s2)cc1C | -3% | -7% | -3% | -0.7 | 1 | 0% | -4% | -3%
CC(=O)NC(c1ccccc1)c1nc(-c2cc(F)cc(F)c2)cs1 (stereo not drawn) | -5% | / | -1% | 1.2 | 1 | -2% | 0% | -1%
CCCCC1N2CC3([N+](=O)[O-])CN1CC([N+](=O)[O-])(C2)C3(C)C (stereo not drawn) | -10% | -1% | -4% | -1.6 | 1 | -3% | 0% | 9%

Only WRN inhibitor, EPAC1 ag and PI5P4Ka inh (five entries from above):
Structure | WRN inhibitor | EPAC1 ag | PI5P4Ka inh
O=C(O)CCc1nnc(SCC(=O)Nc2ccc(Cl)c(C(F)(F)F)c2)[nH]c1=O | -18% | 6% | -8
CCOC(=O)c1sc(NC(=O)c2ccc(C)s2)cc1C | -4% | -3% | 1
CC1=C(C)CC(C(=O)NCc2ccc3c(c2)OCO3)C(C(=O)O)C1 (stereo not drawn) | 3% | 4% | /
CC1(C)Cc2[nH]c3ccccc3c2C(C)(C)N1 | -6% | -4% | -7
CCN(Cc1cccc(OC)c1)CC1CCCN(CCc2cccc(OC)c2)C1 (stereo not drawn) | -2% | 13% | 8

Further records follow:
compound | PLK1 PBD block | Mm-Cpn inhibitor | EPAC2 antag | CCT modulator | PI5P4Ka inh | EPAC1 antag | WRN inhibitor | EPAC1 ag
COc1ccc(CNS(=O)(=O)c2ccc3oc(C(=O)O)c(C)c3c2)cc1 | -11% | 0% | 0% | -2.0 | / | 6% | -11% | 8%
N#CCSc1nnc(C2CCCCC2)n1-c1ccccc1 | -17% | -1% | 0% | -2.6 | -9 | 0% | -1% | 7%
O=C1c2ccccc2C(=O)N1CCCn1ccnc1 | 4% | -5% | 14% | -2.6 | -3 | -3% | 12% | -6%
CCN1CCN(C(=S)Nc2ccc3nc4n(c(=O)c3c2)CCCCC4)CC1 | -1% | -1% | 7% | -0.5 | 0 | 4% | -9% | -5%
CCCNC(=O)C(Cc1ccc(I)cc1)NC(=O)c1ccc(C#N)cc1 (stereo not drawn) | ? | 0% | -5% | 0.1 | -4 | -19% | 5% | 3%
Cc1ccc(S(=O)(=O)NCCOc2nc(N3CCOCC3)nc(N3CCOCC3)n2)cc1 | 1% | 2% | 10% | 2.4 | / | -4% | -10% | -4%
CN1CCS/C1=C/C=C1\SC(=S)N(CC(=O)O)C1=O | 120%[activator] | -7% | ? | 1.5 | -2 | -22% | -22% | ?
CCCc1cc(=O)oc2c(C)c(OCC(=O)NCc3ccccn3)ccc12 | 0% | 0% | -4% | 0.9 | 2 | ? | -7% | 12%
Cc1cc(NC(=O)NC(=O)c2ccccc2NC(=O)CN)ccc1Oc1ncc(Br)cn1 | -8% | / | 1% | 0.4 | -6 | -3% | -32% | 14%
COc1ccc2c3c1O[C@H]1C[C@@H](O)C=C[C@@]31CCN(C)C2 | -5% | 4% | -4% | 0.4 | 1 | 4% | 0% | 5%
COc1ccccc1C(=O)NNC(=O)c1ccc(NS(=O)(=O)c2cccs2)cc1 | 2% | 1% | 13% | 2.0 | 1 | 14% | -18% | -2%
CC1(C)Cc2ccccc2-c2nc3n(c(=O)c21)CCCS3 | -17% | -2% | ? | -2.3 | 6 | -8% | -1% | 16%
CC(=O)NN1C(=O)/C(=C2/Sc3ccc(Cl)cc3N2C)SC1=S | -29% | 1% | 17% | 0.8 | -12 | 1% | -7% | -7%
C(=N\N=C\c1cccnc1)/c1cccnc1 | -7% | 0% | -2% | -0.8 | 2 | 3% | 1% | -8%
O=C(C1CC(=O)N(C2CCCCC2)C1)N1CCN(c2cccc(C(F)(F)F)c2)CC1 (stereo not drawn) | -9% | -2% | 0% | -2.8 | 0 | 5% | -28% | -13%
CC(C)c1nc2sc(C(=O)O)c(N)c2c2c1CCCC2 | ? | 0% | 3% | 1.2 | -12 | -3% | -6% | -1%
COc1ccc(C(=O)OCCN2CCOCC2)cc1 | 3% | 1% | 12% | -2.8 | -2 | 16% | 2% | -1%
COc1ccc(C2N(C(=O)CN3CCCC3)CCCN2S(=O)(=O)c2ccccc2)cc1 (stereo not drawn) | 0% | -2% | 1% | -2.2 | -4 | -2% | -1%[57.1 µM] | 9%
Cc1ccc(Nc2nnc(SCc3cc(=O)n4cc(C)ccc4n3)s2)cc1 | 1% | -1% | 9% | -0.3 | -6 | 8% | 1% | 5%
O=C(CCS(=O)(=O)c1cccc2nsnc12)NC1CCCCC1 | ? | -1% | 17% | 1.9 | / | 16% | -6% | -1%
O=C(N/C=N/OCc1cccc(C(F)(F)F)c1)N1OC[C@@H]2COc3ccc4ccccc4c3[C@@H]21 | -9% | 1% | -11% | -1.3 | 13 | -27% | -9%[11.6 µM] | -8%
CCc1nnc(NC(=O)CSC(=S)N2CCOCC2)s1 | 0% | 1% | 4% | -1.4 | 0 | -1% | 2% | 7%
O=C(NC1CCCCC1)NC1CCN(C(=S)NCc2ccco2)CC1 | -4% | -1% | -1% | -2.8 | / | 6% | -4% | 9%
CCCCC(=O)Nc1ccc(NC(=S)NC(=O)CC(C)C)cc1OC | 7% | -4% | 2% | 0.3 | 1 | 9% | 4% | -9%
CC(C)(C)c1ccc(OCC(=O)Nc2cccc(S(=O)(=O)NC3=NCCCCC3)c2)cc1 | 3% | -2% | -9% | -3.6 | 3 | -18% | -7% | 2%

Ordered by SMILES length (falling): 6 of the compounds above
compound | PLK1 PBD block | Mm-Cpn inhibitor | EPAC2 antag | CCT modulator | PI5P4Ka inh | EPAC1 antag | WRN inhibitor | EPAC1 ag
CC(C)(C)c1ccc(OCC(=O)Nc2cccc(S(=O)(=O)NC3=NCCCCC3)c2)cc1 | 3% | -2% | -9% | -3.6 | 3 | -18% | -7% | 2%
CC(=O)NN1C(=O)/C(=C2/Sc3ccc(Cl)cc3N2C)SC1=S | -29% | 1% | 17% | 0.8 | -12 | 1% | -7% | -7%
O=C(NC1CCCCC1)NC1CCN(C(=S)NCc2ccco2)CC1 | -4% | -1% | -1% | -2.8 | / | 6% | -4% | 9%
O=C(CCS(=O)(=O)c1cccc2nsnc12)NC1CCCCC1 | ? | -1% | 17% | 1.9 | / | 16% | -6% | -1%
COc1ccc(C(=O)OCCN2CCOCC2)cc1 | 3% | 1% | 12% | -2.8 | -2 | 16% | 2% | -1%
C(=N\N=C\c1cccnc1)/c1cccnc1 | -7% | 0% | -2% | -0.8 | 2 | 3% | 1% | -8%

This is a subset; count on the stated rates, not on these rows.
